D3 ag = D3 dopamine receptor (human) agonism; D3R DiscoveRx beta-arrestin cells, luminescence, 90 min; max activation, %; 410,000 compounds, 0.58% hits; in the data active = max activation above about 30%; also: 0% is about no effect; mostly tested at two doses, the higher about 12 µM
Target sequence (P35462 whole entry, looked up): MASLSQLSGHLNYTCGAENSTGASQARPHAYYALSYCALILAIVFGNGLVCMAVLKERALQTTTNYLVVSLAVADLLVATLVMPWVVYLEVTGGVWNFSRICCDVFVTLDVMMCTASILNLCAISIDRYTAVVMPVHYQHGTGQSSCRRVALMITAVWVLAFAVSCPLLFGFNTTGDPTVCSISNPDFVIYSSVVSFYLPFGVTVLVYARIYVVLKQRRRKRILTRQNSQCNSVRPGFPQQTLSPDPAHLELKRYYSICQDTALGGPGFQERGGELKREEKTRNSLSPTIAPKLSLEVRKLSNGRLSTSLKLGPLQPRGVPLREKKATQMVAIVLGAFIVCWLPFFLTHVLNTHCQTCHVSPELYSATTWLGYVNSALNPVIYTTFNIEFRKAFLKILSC
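Agonist mode: compounds and dopamine controls were applied to plated cells for 90 min at 37 degrees C after an overnight attachment at 1500 cells/well. Luminescent read-out followed 30 - 60 minutes at room temperature with DiscoveRx detection reagent.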
PTHR1 ag = activates the human parathyroid hormone receptor PTHR1. Potency, µM (top dose mostly 115 µM), for the others: at the highest dose activation, usual class: activators. Q03431. 410,000 compounds, 0.075% hits. HEK293 GP2 PTHR1 cells, GloSensor cAMP luminescence, 1 h; active = well fitted activation curve with a large enough effect; inconclusive = small, poorly fitted or top-dose-only effect, or another doubt; inactive = no such curve, though single readings can be large or run the other way; also: potency is read from the fitted curve at half-maximal effect; nearly all actives have a fitted effect of over 55% in size; some results filed as inactive show a strong effect at the top dose; inactives centre near -15; many of its hits are not listed in these tables
Target sequence (Q03431 whole entry, looked up): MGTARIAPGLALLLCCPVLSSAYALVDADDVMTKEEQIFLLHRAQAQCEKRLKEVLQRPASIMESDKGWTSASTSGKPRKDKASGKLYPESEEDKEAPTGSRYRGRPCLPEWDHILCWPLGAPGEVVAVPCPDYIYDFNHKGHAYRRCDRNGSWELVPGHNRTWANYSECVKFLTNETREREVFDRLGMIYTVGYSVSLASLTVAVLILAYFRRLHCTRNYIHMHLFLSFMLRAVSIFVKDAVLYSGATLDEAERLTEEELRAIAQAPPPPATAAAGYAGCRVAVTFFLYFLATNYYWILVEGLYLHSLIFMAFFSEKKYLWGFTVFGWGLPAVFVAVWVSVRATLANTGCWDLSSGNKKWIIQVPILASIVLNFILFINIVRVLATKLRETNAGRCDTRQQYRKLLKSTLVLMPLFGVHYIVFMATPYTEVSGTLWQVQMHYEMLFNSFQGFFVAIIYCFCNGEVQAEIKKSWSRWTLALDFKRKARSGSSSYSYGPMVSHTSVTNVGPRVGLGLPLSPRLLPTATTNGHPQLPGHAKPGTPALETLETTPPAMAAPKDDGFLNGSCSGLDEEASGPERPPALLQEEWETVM
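HEK-293-derived GP2 cells expressing PTHR1 and a GloSensor cAMP reporter, 3,000/well, plated overnight, given luciferin plus IBMX (each 0.5 mM as added) for 1 h at 37 °C, then compound for 1 h at 37 °C. Luminescence was read after 15 min at room temperature.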
An asterisk follows results filed as active; i = inactive; ? = inconclusive; [ ] = remark or other dose. The list is partial (hit frequency here may not be typical).

SMILES	D3 ag	PTHR1 ag
Cc1cccc(-n2c3nc(=O)[nH]c(=O)c-3cc3ccc(Cl)cc32)c1C	5	-40%[inhibitor]
CCC(Sc1nc2cc3c(cc2c(=O)n1CCCC(=O)NCc1ccc2c(c1)OCO2)OCO3)C(=O)NCCCOC (stereo unspecified)	10	i
Cc1c(C(=O)NCCc2ccc(Cl)cc2)cccc1-n1cnc2cccnc21	3	-11%
Cc1cc(Br)ccc1NC(=O)c1ccc(NS(=O)(=O)c2c(C)noc2C)cc1	-9	-2%
CCOC(=O)c1ccc(NC(=O)C2=C(C)Nc3nc(SCc4ccc(Cl)cc4)nn3C2c2ccc(C)cc2)cc1 (stereo unspecified)	-7	?
Cc1nc2ccc(S(=O)(=O)NC(CC(C)C)C(=O)N3CCN(c4ccc(F)cc4)CC3)cc2s1 (stereo unspecified)	5	-88%[inhibitor]
COc1ccc(-c2nc(SCc3cc(=O)c4cc(C)ccc4[nH]3)n[nH]2)cc1	-11	-90%[inhibitor]
COc1ccc(-c2cc(C(F)(F)F)n3nc(C(=O)Nc4cccc(Cl)c4Cl)cc3n2)cc1OC	-6	?
Cc1ccc(NC(=O)Cn2nc(C(F)(F)F)c3c2CCCC3)cc1C	5	-10%
Fc1ccc(-n2ncc3c(NCCCn4ccnc4)ncnc32)cc1	-9	-27%
O=C(NCc1ccc2c(c1)CCN2C(=O)c1ccncc1)c1cccc(Cl)c1	-15	?
CCOC(=O)N1CCN(C(=O)CN(c2ccc(C)cc2C)S(=O)(=O)c2ccccc2)CC1	2	i
Cc1ccc(-c2cn3cccnc3n2)cc1NC(=O)C(C)(C)Oc1ccc(Cl)cc1	-9	-11%
COc1ccc(-c2nc(C)c(CCNC(=O)C(=O)Nc3cccc(F)c3)s2)cc1OC	2	i
COc1ccc(C2C(C(=O)Nc3ccccc3)=C(C)Nc3nc(-c4ccccc4)nn32)cc1OC (stereo unspecified)	7	i
CC(C)(C)c1ccc(Oc2nc3ccccn3c(=O)c2/C=C(\C#N)c2nc3ccccc3s2)cc1	5	i
CC1=C(C(=O)OCC2CCCCC2)C(c2ccccc2F)CC(=O)N1 (stereo unspecified)	1	-28%
CCn1c(C(=O)N2CCC(C(=O)NCCCOC)CC2)cc2sccc21	-4	i
O=C(Nc1ccc2nc(SCC(=O)N3CCc4ccccc43)sc2c1)c1ccc(Cl)cc1	-9	i
CCN(Cc1nc(-c2ccc(OC)c(OC)c2)no1)S(=O)(=O)c1ccc(OC)cc1	4	-8%
CCOc1ccc(CCn2c3c(c(=O)[nH]c2=O)C(NC(=O)c2ccccc2)(C(F)(F)F)C(=O)N3)cc1OCC (stereo unspecified)	-7	-5%
Cc1cc(C)c(NC(=O)Nc2csc3c2CCCC3)c(C)c1	-15	-7%
CCn1c2ccccc2c2cc(CN3CCN(Cc4ccc(OC)c(OC)c4)CC3)ccc21	-13	i
CCOc1ccc(CCNC(=O)CN2CCN(Cc3ccc(F)cc3Cl)C2=O)cc1OCC	6	-8%
CCc1ccc(N(CC)C(=O)c2ccc3c(=O)n4c(nc3c2)CCCCC4)cc1	2	-4%
CC(C)Sc1ncc(Cl)c(C(=O)Nc2ccc(S(=O)(=O)N3CCCCC3)cc2)n1	5	i
COc1ccccc1Cn1cc(C(=O)c2ccc(C)cc2)c(=O)c2cc(F)cc(F)c21	11	i
CCOc1ccc(CNC(=O)CSc2c3c(nc4ccc(Cl)cc24)CCCC3)cc1	-4	-48%[inhibitor]
Cc1ccc2c(=O)cc(C(=O)Nc3ccc(S(=O)(=O)N4CCCC(C)C4)cc3)oc2c1C (stereo unspecified)	-8	i
Cc1ccc(Cn2c(SCC(=O)NCc3ccc(Cl)cc3)nc3ccsc3c2=O)cc1	2	-22%
CCCCN(CCCC)CCNC(=O)Cn1nc(C)n2c(cc3sccc32)c1=O	-4	i
Cc1ccccc1C(=O)Nc1cccc(OCc2cc(=O)n3c(C)csc3n2)c1	11	-10%
COc1cccc(C(=O)Nc2nnc(S(=O)(=O)N3CCCc4ccccc43)s2)c1	-16	i
CCOc1cccc(C(=O)N(Cc2ccc(F)cc2)Cc2ccco2)c1	-6	-2%
O=C(Cn1c(-c2cccs2)cc2ccccc21)NCCCN1CCN(c2ccccc2F)CC1	21	i
CC1CCN(c2nc3c(S(=O)(=O)c4ccccc4)nnn3c3ccc(Cl)cc23)CC1	-1	-56%[inhibitor]

Six consecutive entries already listed, for reference:
SMILES	D3 ag	PTHR1 ag
CCc1ccc(N(CC)C(=O)c2ccc3c(=O)n4c(nc3c2)CCCCC4)cc1	2	-4%
CC(C)Sc1ncc(Cl)c(C(=O)Nc2ccc(S(=O)(=O)N3CCCCC3)cc2)n1	5	i
COc1ccccc1Cn1cc(C(=O)c2ccc(C)cc2)c(=O)c2cc(F)cc(F)c21	11	i
CCOc1ccc(CNC(=O)CSc2c3c(nc4ccc(Cl)cc24)CCCC3)cc1	-4	-48%[inhibitor]
Cc1ccc2c(=O)cc(C(=O)Nc3ccc(S(=O)(=O)N4CCCC(C)C4)cc3)oc2c1C (stereo unspecified)	-8	i
Cc1ccc(Cn2c(SCC(=O)NCc3ccc(Cl)cc3)nc3ccsc3c2=O)cc1	2	-22%

Next compounds.
SMILES	D3 ag	PTHR1 ag
Cn1c(=O)cc(SCC(=O)N2CCN(c3ccccc3F)CC2)c2cc(Cl)ccc21	-11	-8%
CCc1cccc(NC(=O)C2CCN(C(=O)c3cnn(-c4ccccc4)c3-n3cccc3)CC2)c1	6	i
CCOC(=O)c1c(NC(=O)C(C)Sc2cn(CCNC(=O)c3ccc(OCC)cc3)c3ccccc23)sc2c1CCC2 (stereo unspecified)	5	-8%
CSc1cccc(NC(=O)CC(c2cccs2)N2Cc3ccccc3C2=O)c1 (stereo unspecified)	-14	i
COc1cccc(Oc2nc3c(c(=O)n(Cc4ccccc4Cl)c(=O)n3C)n2C)c1	14	-15%
CN(CCCNC(=O)c1cc2c(=O)n(C)c3ccccc3c2s1)Cc1ccccc1	-29	i
COc1ccc(CNCCCSc2nnnn2-c2ccccc2)cc1	-20	i
CCNC(=O)c1c(NC(=O)c2nc(S(=O)(=O)CC)ncc2Cl)sc2c1CCCC2	-28	-48%[inhibitor]
CCCS(=O)(=O)N1CC(=O)N(c2ccccc2C)C(C)(C(=O)NC2CCCCC2)C1 (stereo unspecified)	4	i
O=C(CSc1nc(-c2ccccc2)cn1-c1ccccc1)Nc1ccccc1	3	i
CCOC(=O)c1cnc2ccccc2c1Nc1ccc(N2CCOCC2)cc1	4	-32%
COc1ccc(-n2c(C)c(C(C)=O)c3cc(OC(=O)c4ccc(C)cc4)ccc32)cc1	-17	-4%
COc1ccc2c(c1)c1c(c(=O)n(-c3ccc(OC)c(OC)c3)c(=O)n1Cc1ccc(F)cc1)n2C	-8	-9%
COc1cccc(-n2ccn(CC(=O)Nc3ccccc3F)c(=O)c2=O)c1	2	i
COc1cccc(NC(=O)CSc2nc(-c3ccccc3)nc3c2Cc2cc(Cl)ccc2O3)c1	8	i
COc1ccc(CNC(=O)Cc2ccc(NC(=O)N3CCSc4ncccc43)cc2)cc1	11	-3%
CC1Cc2cc(S(=O)(=O)CCC(=O)Nc3ccccc3F)ccc2N1C(=O)C1CC1 (stereo unspecified)	5	-10%
COc1ccc(NC(=O)Cn2ncc3c(C)n(Cc4cccc(Cl)c4)c(C)c3c2=O)cc1	6	-16%
Cc1cccc(-c2nc(C)c(CCNC(=O)C(=O)Nc3cccc(Cl)c3C)s2)c1	4	i
CCc1nn(CC(=O)N2CCN(c3cccc(OC)c3)CC2)c(=O)c2cc3occc3n12	-5	i
COc1ccc(OCC(=O)OCc2cc(=O)n3nc(-c4cccs4)sc3n2)cc1	5	7%
N#C/C(=C/c1ccc(Cl)cc1Cl)c1nc2ccccc2c(=O)[nH]1	-9	i
Cc1ccccc1-n1c(=O)c2c3c(sc2n2cnnc12)CCCC3	-10	i
COc1ccccc1CNC(=O)CSc1ncc2c(n1)-c1ccccc1N(Cc1ccc(C)cc1)S2(=O)=O	-8	-3%
COc1cc(-c2nc(Cn3nnc(C(=O)Nc4cc(C)cc(C)c4)c3C)c(C)o2)cc(OC)c1OC	1	i
CC(=O)N1CCc2cc(S(=O)(=O)NC(Cc3ccccc3)C(=O)Nc3cccc(C)c3)ccc21 (stereo unspecified)	-14	-59%[inhibitor]
Cc1cccc(CNC(=O)c2cnc3sc(N4CCCCCC4)nn3c2=O)c1	4	?
Cc1ccc(Cn2c(CNS(=O)(=O)c3ccc(Cl)s3)nc3cccnc32)cc1	-19	-44%[inhibitor]
COc1cccc(CNC(=O)C(CC(C)C)NS(=O)(=O)c2ccc3c(c2)oc(=O)n3C)c1 (stereo unspecified)	-15	-19%
CCCn1c(=N)c(C(=O)NCc2ccccc2)cc2c(=O)n3cccc(C)c3nc21	7	-13%
O=C(Cc1ccc(NC(=O)N2CCCCc3ccccc32)cc1)NCc1ccccc1	-2	i
Cc1oc(-c2ccc(C(=O)NCc3ccc(F)cc3)cc2)nc1CS(=O)c1ccccc1 (stereo unspecified)	10	-81%[inhibitor]
CC(=O)c1ccc(NC(=O)c2ccc3c(c2)N(Cc2cccc(Cl)c2)C(=O)c2ccccc2S3=O)cc1 (stereo unspecified)	2	i
COc1cc2c(=O)c(C(=O)c3ccc(C)c(C)c3)cn(Cc3ccccc3F)c2cc1OC	2	-62%[inhibitor]
CCCCNc1cc(N2CCN(C3CCCCC3)CC2)c2noc3c2c1C(=O)c1ccccc1-3	-4	i
CCN(CC)c1nn2c(=O)c(C(=O)NCCc3ccc(C)cc3)cnc2s1	-4	-16%
O=S(=O)(Nc1cccc(F)c1)c1ccc2[nH]c3c(c2c1)CCCCC3	-17	-17%
COC(=O)C1=C(c2ccccc2)c2ccccc2S(=O)(=O)N1CC(=O)Nc1ccccc1Cl	0	13%
COc1ccc(Cn2c(C(=O)O)c(CNCCc3cccs3)c3ccc(OC)cc32)cc1	-7	-62%[inhibitor]
Cc1ccc(C)c(Nc2nn3c(=O)c4cc5c(cc4nc3s2)OCO5)c1	3	i
Cc1cc(C)c(OCC(=O)N(Cc2ccco2)Cc2ccco2)c(C)c1	4	-18%
O=S(=O)(NCc1cccc(Br)c1)c1ccc(-c2cc(C(F)(F)F)on2)s1	-3	-24%
CC1=C(c2ccc(C)c(C)c2)S(=O)(=O)N(Cc2ccc(C(=O)Nc3cc(F)ccc3F)cc2)C1=O	1	-2%
CC(C)c1ccc(-c2nnc3n(CCc4ccccc4)c(=O)c4ccccc4n23)cc1	7	-34%[inhibitor]
Cc1cc(Nc2sc(C(=O)c3ccc(F)cc3)c(N)c2C(=O)Nc2ccc(F)cc2)ccc1Cl	2	-41%[inhibitor]
CSc1ccc(C2c3c(oc4cc(C)cc(C)c4c3=O)C(=O)N2CCO)cc1 (stereo unspecified)	-2	-4%
CCC(C)NC(=O)C1CCN(S(=O)(=O)c2ccc3c(c2)CCCN3C(C)=O)CC1 (stereo unspecified)	8	23%
CC(=O)c1ccc(NC(=O)C2CCN(c3nnc(C)c4c(C)n(-c5ccccc5)nc34)CC2)cc1	-18	i
Cc1ccc(CCNC(=O)CCCn2c(=O)c3cccn3c3ccc(F)cc32)cc1	-2	-24%
COc1ccc2c(c1)-c1nc(NC(=O)c3cc(OC)c(OC)c(OC)c3)sc1CC2	9	?
O=C(CSc1ncc(CO)n1Cc1ccccc1)Nc1ccc(C(F)(F)F)cc1	-9	-41%[inhibitor]
COc1ccc(CNC(=O)c2ccc(CNS(=O)(=O)c3ccc(F)cc3)cc2)cc1	-25	-3%
Cc1ccn2c(Nc3c(C)cccc3C)c(-c3ccc(Cl)s3)nc2c1	-3	-3%
COc1cccc(CNC(=O)Cn2c(SCC(=O)Nc3ccc(F)cc3)nc3ccccc32)c1	-1	-44%[inhibitor]
CC(C)(C)CC(=O)NCC(c1ccc2c(c1)OCO2)N1CCOCC1 (stereo unspecified)	-1	21%
COc1cccc(NC(=O)CN(C)S(=O)(=O)c2ccc3nc(C)sc3c2)c1	8	-11%
Cc1cccc(NC(=O)Cn2c(=O)n(CCc3ccccc3)c(=O)c3sc4ccccc4c32)c1	11	-35%[inhibitor]
COc1cccc(NC(=O)c2cnc(SCC(=O)N3CCCc4ccccc43)n(C)c2=O)c1	-2	i
Cc1cc(C)c(/C=C/c2onc(C)c2S(=O)(=O)N2CCC(C(=O)NCCc3ccccc3)CC2)c(C)c1	8	i
CC1=C(c2ccc(C)c(C)c2)S(=O)(=O)N=C1N1CCC(C(=O)NC(C)c2ccccc2)CC1 (stereo unspecified)	4	-29%

(more compounds)
SMILES	D3 ag	PTHR1 ag
CC(=O)N1CCc2c(sc3c2c(=O)n(-c2ccccc2Cl)c(=O)n3C)C1	31*	25%
COc1ccc(Nc2ncnc3onc(-c4ccc(Cl)cc4)c23)cc1Cl	-5	-4%
CCOC(=O)c1cccc(NC(=O)Cn2c(=O)c3cccn3c3ccccc32)c1	-6	1%
CCc1cccc(C)c1NS(=O)(=O)c1ccc(-c2cc(C)no2)s1	-15	i

Sorted by length of the SMILES (smallest number first): some entries from above
SMILES	D3 ag	PTHR1 ag
CCc1cccc(C)c1NS(=O)(=O)c1ccc(-c2cc(C)no2)s1	-15	i
CC(=O)N1CCc2c(sc3c2c(=O)n(-c2ccccc2Cl)c(=O)n3C)C1	31*	25%
CC1=C(c2ccc(C)c(C)c2)S(=O)(=O)N=C1N1CCC(C(=O)NC(C)c2ccccc2)CC1 (stereo unspecified)	4	-29%
